Source: PubChem BioAssay (several laboratories)
Shn3 3UTR inh: reduction of Shn3 3'UTR firefly luciferase signal, primary screen, Schnurri-3 inhibitor project, cell-based, Clone20 osteoblasts, set 2. Clone20 osteoblast Shn3 3'UTR firefly luciferase, 24 h. inhibition, % at 12.5 µM. actives 0.52% (n = 360,000);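 active means mean inhibition of at least 75% with every replicate also reaching 75%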;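 further: 0% = median of neutral control wells and 100% = pilot-screen positive control compound; some compounds past the cut are filed as inactive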
NR2E3 ag-1: inhibitors of NR2E3-RetCOR corepressor binding, primary screen, NR2E3 agonist project, biochemical, TR-FRET, GST-NR2E3, biotin-RetCOR. Photoreceptor-specific nuclear receptor (Homo sapiens), Q9Y5X4. 1536-well. inhibition of corepressor binding, % at 4.78 µM. actives 0.12% (n = 320,000). AID 2300, 2010;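 active means percent inhibition above the cutoff of mean plus 3 SD of all tested compounds, set per screening campaign, cut at about 20% in these data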;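 further: 0% = DMSO wells and 100% = biotin wells as full block of FRET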
Target sequence (Q9Y5X4 whole entry, looked up): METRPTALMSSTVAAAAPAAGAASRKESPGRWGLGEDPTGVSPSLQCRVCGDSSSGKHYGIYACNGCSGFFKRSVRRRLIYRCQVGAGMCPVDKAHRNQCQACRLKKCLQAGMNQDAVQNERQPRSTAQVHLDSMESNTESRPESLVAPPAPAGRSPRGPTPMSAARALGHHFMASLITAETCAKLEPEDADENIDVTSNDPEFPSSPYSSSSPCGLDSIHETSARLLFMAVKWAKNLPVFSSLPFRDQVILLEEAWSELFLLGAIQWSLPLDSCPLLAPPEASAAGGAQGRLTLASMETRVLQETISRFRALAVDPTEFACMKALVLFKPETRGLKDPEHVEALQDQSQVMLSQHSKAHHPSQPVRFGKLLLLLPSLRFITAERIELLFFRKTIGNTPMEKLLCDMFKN
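Material – GST-tagged NR2E3 plus biotinylated RetCOR corepressor · Quantity – NR2E3 fusion 1.35 nM · Times – 5 h incubation at 4 °C · Medium – pH 7.5 Tris-based buffer · Technique – TR-FRET, Eu(K)-anti-GST donor, streptavidin-D2 acceptor, ex 340, em 617/671 nm · Benchmarks – high control biotin, low control 0.6% DMSO · Format – 1536-well plates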
aDG glyco up: activators of alpha-DG glycosylation, primary screen, uHTS, Pro5-aDG cells, AlphaScreen. alpha-DG glycosylation AlphaScreen (IIH6); 0% Pro5, 100% B10-LARGE cell signal. activation, % at 10 µM. actives 0.22% (n = 360,000). AID 624168, 2012;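 active means activation of at least 8% versus controls, or a plate z-score of at least 8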;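 further: Pro5 are CHO cells carrying HIG-tagged alpha-DG that lacks glycosylation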
Peg3 prom inh: Peg3 promoter-driven luciferase inhibitors, primary screen, cell-based, HeLa, luciferase luminescence; HeLa PEG-Prom luciferase reporter, overnight; inhibition, % at 20 µM; actives 1.7% (n = 360,000);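 active means inhibition of at least 50% at 20 µM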
TWEAK-Fn14 inh: inhibitors of TWEAK-Fn14 signaling, primary screen, luciferase reporter cells, uHTS. actives 2% (n = 360,000). AID 1159606, 2016. inhibition, % at 10 µM. TWEAK-stimulated Fn14 reporter cells, luciferase luminescence, 8 h; in the data active means inhibition above about 50%
CF NFkB inh: inhibitors of PAF-induced NF-kB signaling, primary screen, cell-based, GFP fluorescence, uHTS; KKLEB NF-kB-GFP reporter, GFP fluorescence overnight; actives 0.86% (n = 360,000); inhibition, % at 5 µM;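 active means at least 50% inhibition at 5 µM, scaled per plate between neutral and stimulator controls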;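 further: PAF is a Pseudomonas aeruginosa culture filtrate used as stimulus; plate controls were PAF-stimulated DMSO wells for no effect and unstimulated DMSO wells for full effect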
KKLEB cytotox: cytotoxicity in KKLEB CF airway cells, primary screen, cytotoxicity control for CF NF-kB inhibitor project, cell-based, uHTS, fluorescence assay plates; actives 0.36% (n = 360,000); activity change (cytotoxicity), % at 5 µM; KKLEB CF airway cells viability, ATPlite luminescence, overnight; stronger effect = lower value; cells stimulated with P. aeruginosa culture filtrate;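 active means corrected activity change at or below -50% at 5 µM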
TRPM1 prom inh: inhibitors of MITF-dependent TRPM1 promoter reporter, primary screen, cell-based, SK-MEL-5, single point, luciferase. inhibition, % at 12.5 µM. actives 0.83% (n = 330,000). SK-MEL-5 TRPM1 promoter luciferase, 24 h. AID 488899, 2010;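 active means mean inhibition across replicates of 60% or more, whatever share of single replicates reaches that level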; further: values of inactives mirror those of a sister screen read the other way
iPSC survival up: enhancers of single-cell hiPSC survival, primary screen, ATPlite luminescence; survival enhancement, % at 20 µM; actives 0.044% (n = 360,000); AID 602274, 2012; 100% = ROCK inhibitor wells, 0% = DMSO; in the data active means survival enhancement above about 18%;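 further: cells exposed to compounds for 16 hours before the ATP read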
HIF-2a inh: HIF-2a reporter inhibitors, primary screen, luminescence, 786-0 RCC cells. inhibition, % at 18.8 µM. actives 0.72% (n = 360,000). 786-0 RCC cells HIF-2a reporter, luciferase luminescence, overnight;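 active means inhibition of the luminescence signal of 40% or more relative to plate controls, in a single-dose primary screen at 18.75 µM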
NR2E3 ag-2: NR2E3 agonists in two-hybrid cells, primary screen, cell-based, luminescence, CHO-S, Gal4-NCOR/VP16-NR2E3; luciferase; inhibition of corepressor binding, % at 3.98 µM; actives 0.35% (n = 360,000); AID 602229, 2012;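 active means inhibition above the mean of all tested compounds plus 3 SD, cut at about 70% in these data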;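 further: 0% = DMSO with NR2E3 transfected cells and 100% = cells lacking NR2E3 construct; higher means lower luciferase signal from less NR2E3 corepressor binding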
* hit, by the source's call; nt = no result given. The order is random, and some 4.4% of all compounds hit somewhere here.

SMILES	Shn3 3UTR inh	NR2E3 ag-1	aDG glyco up	Peg3 prom inh	TWEAK-Fn14 inh	CF NFkB inh	KKLEB cytotox	TRPM1 prom inh	iPSC survival up	HIF-2a inh	NR2E3 ag-2
O=C(c1cc(Br)ccc1Cl)N1CCN(c2ccccn2)CC1	0.2	nt	0.0	4.8	-4.1	-11.0	15.0	5.0	1.6	6.8	-4.0
Cc1nc(NC(=O)c2cccc(-c3cc4ccccc4oc3=O)c2)ccc1Br	-47.3	-6.9	-0.1	78.6*	-41.6	7.4	-5.5	6.8	-2.0	-54.8	-111.6
O=C(CSc1ccc(S(=O)(=O)N2CCOCC2)cn1)Nc1ccc(F)c(F)c1	68.8	2.9	1.7	14.4	12.5	6.5	-13.4	9.7	1.4	-9.4	23.3
O=C(COC(=O)c1ccc(Cl)nc1)Nc1ccc(Cl)cc1	-5.2	nt	-0.1	-9.8	0.9	4.4	7.6	6.6	-0.2	11.6	5.7
COc1ccccc1C1N(c2ccc(Cl)cc2)C(=O)C2CCCN21 (centres undefined)	42.4	3.3	-0.1	2.5	-4.3	-0.2	-26.4	7.9	-3.6	-11.8	-14.2
CC(=O)c1cccc(OCCN2C(=O)NC(C)(C)C2=O)c1	-0.9	4.6	-0.3	-3.2	44.4	-3.6	-2.0	9.5	1.2	6.4	1.3
CC1CCCC(NC(=S)NC(=O)c2ccccc2Br)C1C (centres undefined)	4.4	4.5	0.3	-7.8	10.1	22.9	-2.2	-2.6	1.5	-11.7	-17.4
COc1ccccc1NC(=O)c1sc2ncn(Cc3cccc4ccccc34)c(=O)c2c1C	6.0	-0.2	-0.1	3.7	-33.6	-5.4	-31.4	-7.0	-2.3	7.8	-26.0
Cc1snc(SCC(=O)c2ccc([N+](=O)[O-])cc2)c1C#N	-24.5	nt	-0.4	-70.6	-4.1	-30.5	1.0	-14.4	2.2	-82.4	-38.3
COC(=O)C1=C(N)Oc2cc(C)n(Cc3cccnc3)c(=O)c2C1c1cc(OC)ccc1OC (centres undefined)	5.7	3.5	0.0	-11.4	-39.6	0.8	6.8	9.8	1.6	9.3	-34.9
O=C(N/N=C/c1cc([N+](=O)[O-])ccc1Cl)c1cnccn1	-6.3	0.7	-0.3	2.1	6.2	-32.4	-1.2	22.1	-2.1	17.1	-3.2
COc1ccc(S(=O)(=O)N(C)CC(=O)NCc2ccc3c(c2)OCO3)cc1	5.0	2.1	-0.3	6.7	22.2	-10.8	-0.2	4.9	-0.3	-0.9	-27.7
CCN(CC(=O)Nc1ccc(C(=O)OC)cc1)C1CCCCC1	3.0	0.8	0.2	4.0	4.0	11.7	-4.9	7.6	-0.6	9.0	-20.9
Cc1nn(CC(=O)Nc2ccc3c(c2)nc(CN2CCCCC2)n3C)c(=O)c2ccccc12	6.6	1.3	0.5	2.8	12.6	-8.5	0.1	19.6	0.7	1.1	2.7
CCOc1ccc(CCNC(=O)CS(=O)Cc2nc(-c3ccc(C)cc3)oc2C)cc1OCC (centres undefined)	1.7	-0.5	0.5	5.7	-0.1	-4.2	13.8	18.2	-0.4	12.7	16.7
CCN(CC)C(=O)CSc1nnc(CSc2ncccn2)n1C	-7.2	0.3	0.1	9.9	-2.9	-18.9	20.4	-0.2	0.1	9.6	7.5
Cc1ncccc1C(=O)N1CCCC(CNC(=O)C2(c3ccc(Cl)cc3)CC2)C1 (centres undefined)	nt	-0.6	-0.1	-1.4	-15.6	13.8	4.1	-11.7	0.5	11.0	-14.3
CCOP(=O)(OCC)C(Nc1ccccc1)c1ccco1 (centres undefined)	-0.7	-1.0	0.3	14.9	6.1	-3.6	0.5	-3.8	0.3	17.2	3.6
CCCNc1nc(Cl)nc(NC(C)(C)C)n1	5.3	0.1	0.4	-3.9	1.9	-6.8	1.6	5.3	-0.2	8.0	-15.9
CC(=O)NCC(=O)OCN1C(=O)c2ccccc2C1=O	-29.0	-1.9	0.0	3.7	-17.6	-0.3	5.7	-0.5	-0.5	11.6	12.0
Cc1cccc(NC(=O)Cn2c(=O)n(Cc3ccco3)c(=N)c3c4c(sc32)COC(C)(C)C4)c1	-4.5	-1.6	1.0	15.0	-9.8	15.8	-5.7	3.8	3.4	11.5	-35.9
COc1cc(/C=C2/NC(=O)NC2=O)cc(Br)c1OCc1ccccc1	6.6	-0.9	0.1	-4.2	4.1	-15.8	0.4	-5.9	10.5	-5.4	-10.7
Cc1cc(C)nc(N(C#N)Cc2cccc(Cl)c2)n1	-8.3	0.8	0.3	15.4	-0.6	10.9	2.4	nt	0.8	17.0	0.1
Cc1cccc(OCCn2c(=O)n(C)c3ccccc32)c1	-64.9	3.5	-0.2	-364.8	-24.0	-13.5	-7.6	-56.6	-0.7	-263.9	-133.8
CN(Cc1ccon1)C(=O)CC1C(=O)NCCN1Cc1ccc(Cl)c(F)c1 (centres undefined)	4.4	-3.6	-0.1	10.8	0.4	-10.2	11.1	10.3	-0.4	12.6	-8.6
COc1ccc(/C=C/C(=O)Oc2cccc(/C=N/NC(=O)COc3c(C)cccc3C)c2)cc1	0.5	-1.2	0.1	-207.7	-76.6	18.0	-1.6	-18.0	-6.4	-104.9	-85.4
O=S(=O)(NCc1ccccc1)c1ccc(-c2cnc(C3CC3)o2)cc1	24.4	-1.9	0.6	17.5	-1.7	20.6	-15.3	11.8	0.6	6.0	17.5
O=C(CN1CCN(S(=O)(=O)c2ccc(Br)cc2)CC1)Nc1ccc(F)cc1F	0.0	-3.2	0.5	-0.7	-37.7	8.8	-4.6	3.7	-2.3	-28.0	1.1
COc1ccc(N2CCN(C(=O)c3cccnc3SCc3cccc(Br)c3)CC2)cc1	-36.4	1.3	-0.2	14.4	14.2	0.0	4.6	-5.6	0.0	9.9	1.8
Cc1ccc(NC(=O)CSc2nc(N)c3cc4c(nc3n2)CCCC4)cc1	-8.3	-1.8	0.5	-47.6	-11.1	-9.9	1.5	-5.5	-1.1	-141.9	-22.4

Reformatted: 4 of the compounds above.
The line under a structure holds: Shn3 3UTR inh, NR2E3 ag-1, aDG glyco up, Peg3 prom inh, TWEAK-Fn14 inh, CF NFkB inh, KKLEB cytotox, TRPM1 prom inh, iPSC survival up, HIF-2a inh, NR2E3 ag-2
Cc1cccc(NC(=O)Cn2c(=O)n(Cc3ccco3)c(=N)c3c4c(sc32)COC(C)(C)C4)c1
 : -4.5, -1.6, 1.0, 15.0, -9.8, 15.8, -5.7, 3.8, 3.4, 11.5, -35.9
COc1cc(/C=C2/NC(=O)NC2=O)cc(Br)c1OCc1ccccc1
 : 6.6, -0.9, 0.1, -4.2, 4.1, -15.8, 0.4, -5.9, 10.5, -5.4, -10.7
Cc1cc(C)nc(N(C#N)Cc2cccc(Cl)c2)n1
 : -8.3, 0.8, 0.3, 15.4, -0.6, 10.9, 2.4, nt, 0.8, 17.0, 0.1
Cc1cccc(OCCn2c(=O)n(C)c3ccccc32)c1
 : -64.9, 3.5, -0.2, -364.8, -24.0, -13.5, -7.6, -56.6, -0.7, -263.9, -133.8

New compounds follow.
SMILES	Shn3 3UTR inh	NR2E3 ag-1	aDG glyco up	Peg3 prom inh	TWEAK-Fn14 inh	CF NFkB inh	KKLEB cytotox	TRPM1 prom inh	iPSC survival up	HIF-2a inh	NR2E3 ag-2
CC(C)(C)n1nnnc1C(c1ccccc1)N1CCCN(Cc2ccc(F)cc2)CC1 (centres undefined)	nt	nt	-0.2	nt	5.0	nt	nt	nt	2.5	-3.7	6.3
COc1ccc(OCCOc2ccc(/C=C3\C(=N)N4N=C(C)SC4=NC3=O)cc2)cc1	-9.4	4.9	0.0	-32.5	-11.6	-7.2	19.8	-21.0	-0.3	-16.2	15.5
O=C(CCn1cncn1)N1CCCC(N2CCN(c3ccc(F)cc3)CC2)C1 (centres undefined)	2.9	0.2	-0.1	-3.0	-1.9	2.6	-8.3	-9.4	-0.1	-3.3	-31.9
CCN(CC(=O)Nc1c(F)cccc1F)C(=O)c1cccc(-n2cccc2)c1	-3.9	3.5	0.9	11.1	7.9	-3.7	5.5	-7.0	0.5	12.7	4.6
BrC(=C\c1ccccc1)/C=N/Nc1nc(N2CCOCC2)nc(N2CCOCC2)n1	33.0	-4.0	-0.5	11.6	8.0	-7.3	-1.0	-19.0	-3.4	2.4	37.9
Cn1nccc1CNC(=O)c1ccnn1C	7.1	1.6	0.0	-2.8	-14.6	1.6	3.5	14.4	-0.3	6.1	-9.1
O=C(COC(=O)c1cccnc1SCC(=O)NCc1ccccc1)NCc1ccccc1	-11.1	14.7	-0.2	-25.8	1.9	2.4	-2.0	0.0	2.4	-28.1	-24.8
COc1ccc(-c2nc(C)c(C(C)=O)n2O)cc1OC	-7.7	-0.2	-0.1	-14.3	-23.4	2.0	-9.0	0.7	-2.1	-18.4	-4.3
CCOC(=O)c1c(-c2ccccc2)oc2ccc(OCC(=O)O)cc12	0.6	6.5	0.2	7.2	-0.1	-2.9	-1.1	-16.4	-0.1	17.2	-18.4
Cc1c(NC(=O)C2CCN(S(=O)(=O)c3cccs3)CC2)c(=O)n(-c2ccccc2)n1C	15.9	-1.1	0.0	0.7	6.8	-6.2	1.8	4.3	0.5	5.2	-19.3
Cc1ccc(CN(C)C(=O)c2ccc(S(=O)(=O)N3CCCCCC3)cc2)o1	-8.3	nt	0.0	13.8	-36.4	-14.3	1.9	-10.9	-0.4	5.8	18.8
CCOc1ccc(N=Cc2ccc(N(C)C)cc2)c(O)c1	-57.3	nt	3.9	-156.7	-17.8	12.8	20.8	nt	0.1	-173.8	-120.3
COCCN(CCOC)S(=O)(=O)c1ccc(C(=O)Nc2nc(C)c(C(C)=O)s2)cc1	-9.2	0.0	0.1	-14.0	-21.4	-0.9	2.6	-10.2	-0.2	-26.4	-0.7
COC(=O)c1nn(-c2ccc(OC)cc2)c(=O)cc1Oc1cccc(Cl)c1	-0.9	-4.1	0.3	-11.2	-13.2	7.0	-4.6	6.4	-0.5	1.8	-7.1
CCOC(=O)C1(CC2CCCCO2)CCN(C(=O)Nc2ccccc2SC)CC1 (centres undefined)	-5.0	6.5	-0.1	19.9	-2.4	8.3	-36.8	-11.3	-1.1	3.4	-5.4
CCn1ncc(Br)c1C(=O)Nc1sc2c(c1C(N)=O)CCC2	-34.2	1.4	-0.3	5.7	-3.0	8.2	-2.7	2.2	3.6	-27.1	-8.6
COc1ccc(C2C(C#N)=C(N)OC(C(C)(C)C)=C2C#N)cc1OC (centres undefined)	12.8	3.1	-0.1	-2.6	-2.1	5.8	-1.5	17.0	-2.7	5.5	-0.8
CC(=O)Nc1ccc(C(=S)NCCCO)cc1	-2.3	3.9	-0.3	2.8	0.7	-2.9	2.1	9.6	3.7	1.1	5.6
